Hsp70 inhibitors: Hsp70 inhibitors, probe displacement, primary screen, biochemical, fluorescence polarization (AID 583). Hsp70 fluorescence polarization probe displacement, mP; higher % means a stronger effect. displacement, % at 20 µM; hits with a dose series show IC50 in µM. 140,000 tested, 0.06% active; in the data active = displacement above about 50%;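 also: plate controls were vehicle for no effect and reference ligand for full effect; a part of the inactive calls stands beside numbers as strong as those of hits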
MKP-3 inhibition: inhibition of rat DUSP6 enzyme activity – biochemical, in vitro, primary screen (AID 425); recombinant MKP-3 phosphatase activity, fluorescence; higher % means a stronger effect; inhibition, % at 20 µM, or IC50 in µM where a hit was titrated; 110,000 tested, 0.17% active; in the data active = inhibition above about 50%;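 also: plate controls were vehicle for no effect and reference inhibitor for full effect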
The depositor's hits bear a star; / = not tested or not shown; & = joins results of further samples.

Results follow in this order: Hsp70 inhibitors | MKP-3 inhibition
COc1ccc2nc(NC(=O)C3CCCN(S(=O)(=O)c4cccc5nsnc45)C3)sc2c1 (stereo not given)
  -21% | -5%
CCOC(=O)c1c(C)n(C)c2cc(Br)c(C(=O)Oc3ccccc3)cc12
  -1.6% | 1%
COc1ccc(CCNc2cc(N3CCCC3)ccc2[N+](=O)[O-])cc1OC
  2.0% | 3%
COc1ccc(CCNC(=O)COc2ccc(C)cc2)cc1
  0.6% | -1%
O=C(c1ccccc1)N1CC(COc2ccccc2)OC(c2ccco2)O1 (stereo not given)
  -2.6% | 2%
COc1ccc(-c2n[nH]c3c2C(c2ccc(OC)c(OC)c2)N(c2ccccc2)C3=O)cc1 (stereo not given)
  4.8% | /
COc1ccc(C(=O)Nc2cccc3ccccc23)cc1Br
  1.2% | -1%
Cc1noc(C)c1COC(=O)c1ccc2c(c1)S(=O)(=O)c1ccccc1C2=O
  0.5% | 1%
CCN(CC)c1ccc(C2Nc3ccccc3NC3=C2C(=O)CC(c2ccccc2)C3)cc1 (stereo not given)
  3.8% | 1%
O=C(CCC(=O)c1ccccc1)OCC(=O)c1ccc2c(c1)OCCO2
  1.3% | 2%
Cc1cc(C)n2nc(SCc3cc(=O)oc4cc(O)ccc34)nc2n1
  11% | /
CC(C)(C)NC(=O)C(c1ccco1)N(Cc1ccc2c(c1)OCO2)C(=O)Cn1nnc2ccccc21 (stereo not given)
  -1.1% | -8%
CCn1cnc2cc(NCc3nc4ccccc4n3Cc3ccccc3)ccc21
  0.1% | /
O=S(=O)(NC1CCCC1)c1cccc(-c2nnc(-c3ccccc3)o2)c1
  8.1% | /
O=C(Nc1ccon1)c1ccccc1F
  1.7% | /
COC(=O)C1(C)NC(c2cccs2)C2C(=O)N(c3ccc(F)cc3)C(=O)C21 (stereo not given)
  -3.8% | -11%
CC1(C)NC(=O)N(CC(O)COc2ccc(N3C(=O)c4ccccc4C3=O)cc2)C1=O (stereo not given)
  -1.2% | -7%
Cc1ccc2[nH]c3nc(N/N=C/c4ccc([N+](=O)[O-])cc4)nnc3c2c1
  2.4% | -1%
Cc1ccc(Cn2c(=N)n(CC(O)COc3ccccc3)c3ccccc32)cc1 (stereo not given)
  -3.3% | /
CCn1cc(C(=O)O)c(=O)c2cc(F)c(N3CCN(C(=O)Nc4ccccc4)CC3)cc21
  1.2% | -8%
COc1ccccc1C(=O)Nc1ccc(N2CCN(S(C)(=O)=O)CC2)cc1
  4.2% | -8%
O=C(NCCN1CCOCC1)c1ccc(CS(=O)(=O)c2ccc(Cl)cc2)o1
  -2.8% | 5%
O=C1CC(c2ccc(Cl)cc2)CC2=C1C(c1ccc3c(c1)OCO3)Nc1ccccc1N2 (stereo not given)
  6.1% | 4%
CCOC(=O)CNC(=O)c1ccc(C#CC(C)(C)O)cc1
  -3.0% | 3%
CCCC1=NN(C(=O)Cc2ccccc2)C(O)(C(F)(F)F)C1 (stereo not given)
  -2.3% | 6%
O=C1NC(=S)S/C1=C\c1ccc(O)c(O)c1
  15% | 10%
COc1ccc(/C=C2/SC(=S)N(Cc3ccccc3)C2=O)c2ccccc12
  -0.2% | -3%
Nc1nc(-c2cccnc2)nn1C(=O)Cc1ccccc1
  8.2% | -4%
O=C1CC(c2ccccc2F)c2cc(Br)c3ccccc3c2N1 (stereo not given)
  -2.7% | 2%
CC1=C(C(=O)Nc2ccccc2)C(c2cccs2)n2c(s/c(=C\c3cccs3)c2=O)=N1 (stereo not given)
  4.5% | -3%
CC(=O)Cc1nsc(Nc2ccc3c(c2)OCCO3)n1
  0.5% | -3%
COc1cccc(C(=O)Nc2nc3c(s2)CN(C)CC3)c1
  -2.3% | /
CCOC(=O)c1sc(NC(=O)c2cncc(Br)c2)c(C(=O)OCC)c1C
  -4.3% | 4%
Cc1ccc(CNC(=O)CSc2nc3ccsc3c(=O)n2NC(=O)c2ccccc2)cc1
  4.9% | /
COc1cc(NC(=O)c2cccs2)c(C(=O)OCC(=O)NCc2ccco2)cc1OC
  6.6% | 1%
CN1CCN(c2cc3c(c4c2[nH]c2ccccc24)C(=O)CC(C)(C)C3)CC1
  -3.3% | 8%
COc1ccccc1NCN1C(=O)S/C(=C/c2ccccc2F)C1=O
  2.8% | -1%
c1ccc(-c2cc(N3CCCCC3)ncn2)cc1
  -4.2% | 2%
c1ccc(-n2ncc3c(N4CCN(CCOc5cccc6ccccc56)CC4)ncnc32)cc1
  -0.6% | /
Cc1ccc(NC(=O)CN(C)S(=O)(=O)c2cccc3nsnc23)cc1Cl
  -7.2% | 1%
Cc1cc(C)n2nc3nc4c(cc3c2n1)CCCC4
  1.7% | -6%
CC(C)(C)OC(=O)NCCc1nnc(SCc2ccc(Cl)cc2)o1
  5.2% | /
O=C1c2cccc([N+](=O)[O-])c2C(=O)N1c1ccncc1
  1.9% | 0%
COc1ccc(-c2noc(-c3ccccc3C(=O)NCc3ccco3)n2)cc1
  -5.5% | 0%
C=CCn1c(SCC(=O)NCc2ccco2)nc2sc3c(c2c1=O)CCCC3
  0.9%&-1.3% | 2%
CCOc1ccc(C2/C(=C(\O)c3ccc(Cl)cc3)C(=O)C(=O)N2c2cccnc2)cc1 (stereo not given)
  -2.0% | 1%
C=CCc1cccc2cc(C(=O)Nc3ccc(Cl)c(Cl)c3)c(=O)oc12
  0.3% | 6%
C=CCn1cc(I)c(=O)n(CC=C)c1=O
  -3.2% | 1%
CCCS(=O)(=O)N1CCCC(C(=O)NCCN(C)Cc2ccccc2)C1 (stereo not given)
  -3.6% | 1%
O=C(Nc1cccc(Br)c1)c1cc2ccccc2o1
  2.9% | -3%
COc1cc(/C=C2/SC(=S)N(C)C2=O)ccc1OC(=O)c1cccs1
  2.8% | 0%
O=C(Nc1ccc(Nc2ccccc2)cc1)c1ccccc1
  -0.3% | -1%
COc1cccc(N2CCN(c3ncccn3)CC2)c1
  1.8% | 5%
Cc1ccnc(NS(=O)(=O)c2ccc(NC(=O)c3ccc(C)o3)cc2)n1
  -1.1% | /
COc1ccc(NC(=O)N2CCC(C(=O)c3ccc(F)cc3)CC2)cc1
  2.9% | /
CCOc1cc(/C=c2\sc3nc4ccccc4n3c2=O)ccc1OCCOc1ccc(Br)cc1
  1.0% | -2%
O=C1NN(c2cccc(Cl)c2)C(=O)/C1=C\c1ccc(O)cc1
  -2.3% | 0%
COC(=O)c1ccc(NC(=O)C2CCCCC2C(=O)O)cc1 (stereo not given)
  26% | /
O=C1c2ccc(S(=O)(=O)c3ccc4c(c3)C(=O)N(CCCO)C4=O)cc2C(=O)N1CCCO
  -4.2% | -6%
CCOC(=O)N1CCN(C(=O)N2CCOCC2)CC1
  / | -8%

Compound profiles, from the list above. Values in the order: Hsp70 inhibitors, MKP-3 inhibition
`C=CCc1cccc2cc(C(=O)Nc3ccc(Cl)c(Cl)c3)c(=O)oc12` as listed: 0.3%, 6%
`COc1ccc(-c2noc(-c3ccccc3C(=O)NCc3ccco3)n2)cc1` as listed: -5.5%, 0%
`O=C(Nc1ccc(Nc2ccccc2)cc1)c1ccccc1` as listed: -0.3%, -1%
`COC(=O)c1ccc(NC(=O)C2CCCCC2C(=O)O)cc1` (stereo not given) as listed: 26%, /
`CCCS(=O)(=O)N1CCCC(C(=O)NCCN(C)Cc2ccccc2)C1` (stereo not given) as listed: -3.6%, 1%

(more compounds)
Results follow in this order: Hsp70 inhibitors | MKP-3 inhibition
COc1ccc(S(=O)(=O)N(CC(=O)NCc2ccc(C)cc2)Cc2ccccc2)cc1OC
  -3.4% | 4%
CCCCCC(=O)N/N=C/c1cccnc1
  -1.2% | -1%
Cc1c(C#N)c(N)c(C(=O)c2ccccc2)n1-c1ccccc1
  -0.6% | 0%
COc1ccc(OC)c(-n2c(O)c(C=Nc3cccc(C)c3)c(=O)[nH]c2=O)c1
  -0.7% | 1%
Cc1ccc(NC(=O)CS(=O)CC(=O)N(c2ccc(C)cc2)C(C)C(=O)NC2CCCCC2)cc1 (stereo not given)
  3.3% | /
C=C(C)Cn1c(=S)[nH]c2ccccc2c1=O
  1.0% | /
COc1ccc(Oc2c(C(F)(F)F)oc3c(CN4CCCC4)c(O)ccc3c2=O)cc1
  4.0% | 4%
CNC(=O)OCCc1ccc(-c2ccccc2)o1
  -2.7% | 0%
O=C(CCN1C(=O)c2cccc([N+](=O)[O-])c2C1=O)Nc1ccc(Cl)cc1
  -1.5% | 2%
COc1cc(C2NC(C(=O)O)CS2)cc(I)c1OCc1ccccc1 (stereo not given)
  -4.8% | 2%
Cc1cc(C)n(-c2nc(-n3nc(C)cc3C)c3c4c(sc3n2)COC(C)(C)C4)n1
  2.7% | -5%
O=c1ccc2ccc(OCc3nnc(-c4ccccc4Br)o3)cc2o1
  -8.2% | 0%
CC1(C)Cc2c(C#N)c(OCC(=O)c3ccc(Cl)cc3)nc(-c3ccco3)c2CO1
  -2.3% | -12%
COc1cc(/C=C2/C(=O)NN(c3ccc(C)cc3)C2=O)cc(Br)c1O
  -2.5% | 0%
CC1CCN(C(=O)c2cccc(S(=O)(=O)N3CCCCC3)c2)CC1
  1.2% | -12%
CC1=C(C(=O)OCC(Cl)(Cl)Cl)C(c2ccc(Cl)cc2)NC(=O)N1 (stereo not given)
  3.7% | 0%
CC(=O)/C=C1/SC(CC(=O)O)C(=O)N1c1ccccc1 (stereo not given)
  7.5% | /
CC(C)C(c1nnnn1CCc1ccccc1)N1CCN(C(=O)c2ccco2)CC1 (stereo not given)
  5.1% | -14%
O=C1C2C(C(=O)N1c1nccs1)C1C=CC2C12CC2 (stereo not given)
  2.4% | -2%
COC(=O)C1=C(C)N(c2ccccc2F)C(=O)/C1=C\c1sccc1C
  -4.9% | 2%
CS(=O)(=O)N(CC(=O)Nc1cccnc1)c1ccc(Oc2ccccc2)cc1
  4.6% | 0%
COc1cc(NC(=O)COc2ccccc2)cc(OC)c1
  1.8% | 6%
Cc1ccc(S(=O)(=O)N(Cc2ccccc2)Cc2ccccc2)cc1
  1.3% | 5%
c1cncc(-c2nnc3n2CCC3)c1
  4.7% | -9%
O=C(Nc1c(C(=O)N2CCCCC2)cnn1-c1ccccc1)c1ccc(Br)cc1
  1.4% | 3%
Cc1ccc(-c2cc(C(=O)NCC3CCCO3)c3ccccc3n2)o1 (stereo not given)
  2.0% | /
O=C1Nc2cc(Cl)ccc2C1(N1CCNCC1)C(F)(F)F (stereo not given)
  -2.9% | 4%
O=C(CSc1n[nH]c(-c2cccs2)n1)NCc1cccs1
  6.2% | /
CCCOC(=O)c1ccc(NC(=O)c2ccoc2C)cc1
  -1.7% | -5%
Cc1ccc(S(=O)(=O)N(CC(=O)N2CCOCC2)c2ccccc2F)cc1
  3.1% | 1%
CCOc1cc(C)cc2oc(=O)cc(-c3ccccc3)c12
  8.5% | /
COC(=O)c1sccc1NC(=O)c1ccc(OCC(C)C)cc1
  -1.7% | 3%
CCCCNC(=O)/C(=C/c1ccc(OC)cc1)NC(=O)c1ccc([N+](=O)[O-])cc1
  -2.1% | 0%
Cc1ccc(C2CC(C(F)(F)F)n3nc(C(=O)Nc4ccc(OC(F)(F)F)cc4)cc3N2)cc1 (stereo not given)
  -0.2% | 5%
O=C(COC(=O)CCC(=O)c1cccs1)Nc1ccc(S(=O)(=O)N2CCOCC2)cc1
  -2.0% | -3%
Nn1c(SCc2nc3ccccc3[nH]2)nnc1-c1ccccc1
  6.1% | /
COc1ccc2c(c1)CC/C2=N/OC(=O)c1ccc(OC)c(OC)c1
  1.6% | 1%
CCN(CC)C(=O)c1ccc(C)c(Br)c1
  0.8% | -17%
C=CCNC(=O)c1ccccc1NC(=O)Nc1ccccc1
  -2.0% | -8%
COc1ccc(Br)cc1-c1noc(-c2ccccc2)n1
  -0.8% | -4%

The last 3 records of the part above lead into the next:
Results follow in this order: Hsp70 inhibitors | MKP-3 inhibition
CCN(CC)C(=O)c1ccc(C)c(Br)c1
  0.8% | -17%
C=CCNC(=O)c1ccccc1NC(=O)Nc1ccccc1
  -2.0% | -8%
COc1ccc(Br)cc1-c1noc(-c2ccccc2)n1
  -0.8% | -4%
CCCC(=O)Nc1ccc(S(=O)(=O)Nc2cc(C)nc(C)n2)cc1
  28% | -10%
CCOC(=O)c1[nH]c(C)c(C(=O)NC2CCCC2)c1C
  -6.0% | -7%
O=C(Nc1ccc(S(=O)(=O)N2CCc3ccccc32)cc1)c1ccc2c(c1)OCO2
  0.6% | 0%
O=C1c2ccc(Oc3ccc([N+](=O)[O-])cc3)cc2C(=O)N1c1cccc(-c2nc3ccccc3o2)c1
  -3.7% | 0%
CCCOc1ccc(-c2nnn(CC(=O)OCC)n2)cc1
  0.1% | -4%
CCOC(=O)n1c(=O)oc2ccccc21
  -4.1% | /
CSC1=NC(C)(C)CC12C=CC(=O)C=C2
  5.0% | 2%
COc1ccc2oc(-c3ccccc3)c(C(N)=O)c2c1
  -1.6% | 1%
N=c1oc2c3c4c(cc2cc1C(=O)Nc1ccccc1)CCCN4CCC3
  109% | 6%
CC1(C)Cc2c(c(-c3ccccc3Cl)[nH]c(=O)c2C#N)CO1
  -2.4% | -5%
CS(=O)(=O)NC1c2cccc3cccc(c23)C1Sc1nncn1/N=C/c1ccco1 (stereo not given)
  2.4% | 0%

Compound activity as filed in PubChem BioAssay.

Not all compounds are listed; count on the stated rates, not on these rows.
